Source: PubChem BioAssay (National Center for Advancing Translational Sciences (NCATS))
HCMV antiviral: qHTS Assay for inhibitors of the human cytomegalovirus (HCMV); HFF cells, HCMV-luciferase reporter, 72 h; hits give low values; activity change, negative = inhibition, % at 57.5 µM; hit rate 4.5% among 410,000; in the data active means activity change below about -60%; inconclusive means no clear call, values can overlap the other calls; inactive means above about -39%
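HFF cells seeded 16 h at 37C, treated with compounds, infected with luciferase-reporter HCMV at MOI 1 PFU/cell; luciferase read at 72 h post infection, normalized to buffer-only and Salinomycin controls.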
Sm TGR inh: qHTS Assay for the Inhibitors of Schistosoma Mansoni Peroxiredoxins | purified TGR, DTNB reduction, TNB absorbance 405 nm | Schistosoma mansoni thioredoxin glutathione reductase (TGR), Q962Y6 | AID 485364, 2010 | Potency, µM (series often up to 114 µM), without a hit: at the highest dose activity change, negative = inhibition, most hits filed as inhibitors | hit rate 3% among 360,000; further: potency means the concentration at half of the fitted maximal effect; nearly all actives have a fitted effect of over 60% in size
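TGR 20 nM + NADPH 100 uM (dispensed conc.), cpd preinc 15 min RT; start with NADPH (500 uM addition) then DTNB (15 mM addition). Kinetic TNB absorbance, 405 nm filter. Four-parameter Hill fit across titration.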
AmpC no deterg: qHTS Inhibitors of AmpC Beta-Lactamase (assay without detergent) | AmpC nitrocefin hydrolysis, absorbance 480 nm, 0.0001% Triton | Potency, µM (highest dose often 57.1 µM), inactives show at the highest dose activity change, negative = inhibition, actives largely listed as inhibitors | hit rate 0.52% among 330,000 | AID 485341, 2010;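 further: potency means the concentration at half of the fitted maximal effect; plate controls were no compound for no effect and no enzyme for full effect; nearly all actives have a fitted effect of over 20% in size; some results filed as inactive show a strong effect at the top dose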
Target sequence (P00811 whole entry, looked up): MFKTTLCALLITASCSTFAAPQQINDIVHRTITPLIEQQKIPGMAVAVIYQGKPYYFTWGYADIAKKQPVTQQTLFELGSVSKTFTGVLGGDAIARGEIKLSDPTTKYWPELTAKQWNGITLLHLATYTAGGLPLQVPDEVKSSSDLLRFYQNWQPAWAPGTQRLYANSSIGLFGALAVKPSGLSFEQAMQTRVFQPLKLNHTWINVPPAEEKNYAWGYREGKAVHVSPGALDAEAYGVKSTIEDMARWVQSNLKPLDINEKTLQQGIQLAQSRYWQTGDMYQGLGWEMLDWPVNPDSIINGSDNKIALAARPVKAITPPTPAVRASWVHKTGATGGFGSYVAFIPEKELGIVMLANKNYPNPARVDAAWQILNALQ
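AmpC (5.3 nM in the dispensed reagent) in 20 mM phosphate pH 7.0 with 0.01% (detergent screen) or 0.0001% Triton X-100 was preincubated with compounds for 15 min at room temperature. Nitrocefin was then added from an 800 uM solution, and hydrolysis was followed at 480 nm.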
AMA1-RON2 inh: qHTS for Inhibitors of AMA1-RON; Towards Development of Antimalarial Drug Lead: Primary Screen. Plasmodium falciparum AMA1 (3D7) - RON2 peptide interaction. AlphaScreen AMA1-biotinylated RON2 peptide binding. Potency, µM (titrated, usually from 58.2 µM), without a hit: top-dose activity change, negative = inhibition, actives largely listed as inhibitors. hit rate 0.2% among 360,000. AID 720542, 2013;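 further: potency means the concentration at half of the fitted maximal effect; 0% = vehicle wells and -100% = peptide control; nearly all actives have a fitted effect of over 45% in size; some results filed as inactive show a strong effect at the top dose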
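AMA1 (3D7) with his tag at 25 nM final met compounds first, then biotinylated RON2 peptide at 25 nM; detection used donor plus acceptor beads, 10 µg/mL apiece, read by AlphaScreen after 30 min at room temperature.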
AmpC inh detg: qHTS Inhibitors of AmpC Beta-Lactamase (assay with detergent); P00811; AmpC hydrolysis of nitrocefin, absorbance 480 nm, 0.01% Triton; Potency, µM (highest dose often 114 µM), for inactives: at the top dose activity change, negative = inhibition, hits mostly inhibitors; hit rate 0.041% among 370,000;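 further: potency means the concentration at half of the fitted maximal effect; 0% = no-compound wells and -100% = no-enzyme wells; nearly all actives have a fitted effect of over 25% in size; some results filed as inactive show a strong effect at the top dose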
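AmpC (5.3 nM in the dispensed reagent) in 20 mM phosphate pH 7.0 with 0.01% (detergent screen) or 0.0001% Triton X-100 was preincubated with compounds for 15 min at room temperature. Nitrocefin was then added from an 800 uM solution, and hydrolysis was followed at 480 nm.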
FBPA Giardia inh: qHTS Assay for Inhibitors of Fructose-1,6-bisphosphate Aldolase from Giardia Lamblia; A8B2U2; purified Giardia FBPA; Potency, µM (titrated, usually from 59.6 µM), for the others: top-dose activity, negative = inhibition, hits mostly inhibitors; hit rate 0.71% among 290,000; further: potency means the concentration at half of the fitted maximal effect; nearly all actives have a fitted effect of over 55% in size
Target sequence (A8B2U2 whole entry, looked up): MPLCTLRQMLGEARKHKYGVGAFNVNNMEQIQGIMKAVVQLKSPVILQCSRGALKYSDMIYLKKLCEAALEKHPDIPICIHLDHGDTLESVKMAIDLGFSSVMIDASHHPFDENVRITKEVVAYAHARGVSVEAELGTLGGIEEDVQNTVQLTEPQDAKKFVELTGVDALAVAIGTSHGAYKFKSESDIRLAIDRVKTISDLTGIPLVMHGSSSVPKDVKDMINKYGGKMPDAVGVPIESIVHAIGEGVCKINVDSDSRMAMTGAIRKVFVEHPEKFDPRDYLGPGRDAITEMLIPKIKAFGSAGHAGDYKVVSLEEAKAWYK
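40 nM FBPA preincubated 10 min at RT with compound (up to 57.5 uM final), then substrate plus GAPDH/TPI/NAD/arsenate coupling and diaphorase/resazurin added. Fluorescence read after 20 min at RT, 525/598 nm.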
* hit, by the source's call; & = joins results of further samples; [ ] = dose if it differs, or a comment. Unless noted, the call rests on the fitted dose curve; in most records, active means well fitted curve in the direction sought with a large enough effect; inconclusive means small, poorly fitted or top-dose-only effect, or another doubt; inactive means no such curve, though single readings can be large; an effect the other way counts as inactive or inconclusive. Unless noted, on the % scale 0 is the no-effect control and ±100 the full control effect.

O=C(CCCNS(=O)(=O)c1cccc2nsnc12)NCc1ccc(F)cc1 was read as HCMV antiviral 27, Sm TGR inh -1%, AmpC no deterg -16%, AMA1-RON2 inh -7%, AmpC inh detg 3% and FBPA Giardia inh 0%.
`CCOC(=O)c1c(-c2ccc(OC)cc2)csc1NC(=O)CSc1nnc(C)c(=O)[nH]1` gave HCMV antiviral 11, Sm TGR inh -4%, AmpC no deterg inconclusive, AMA1-RON2 inh -3%, AmpC inh detg -14% and FBPA Giardia inh 28%.
`CCC(C(=O)NC1CCCC1)N(Cc1ccccc1Cl)C(=O)c1snc(C(N)=O)c1N` (stereo unspecified) gave HCMV antiviral -6, Sm TGR inh -12%, AmpC no deterg -3%, AMA1-RON2 inh 13%, AmpC inh detg -6% and FBPA Giardia inh 3%.
Nc1ccc(C(=O)OCC(=O)Nc2cccc(S(=O)(=O)NC3=NCCCCC3)c2)cc1[N+](=O)[O-] was read as HCMV antiviral 23, AmpC no deterg -41% and AMA1-RON2 inh -1%.
`Cc1cccc(-n2c(=O)c3c(c4cc(C)ccc4n3C)n(CC(=O)Nc3ccccc3Cl)c2=O)c1` gave HCMV antiviral -1, Sm TGR inh -6% and AmpC inh detg inconclusive.
For CCCN(CCC)C(=O)CSc1nc2ccccc2c(=O)n1CC1COc2ccccc2O1 (stereo unspecified) the results were HCMV antiviral -9, Sm TGR inh 19%, AmpC no deterg -31%, AMA1-RON2 inh 14%, AmpC inh detg -10% and FBPA Giardia inh -6%.
For CC(C)c1ccc(NC(=O)c2n[nH]c(=O)c3ccccc23)cc1 the results were HCMV antiviral -5, Sm TGR inh 8%, AmpC no deterg -5%, AMA1-RON2 inh 21%, AmpC inh detg 12% and FBPA Giardia inh 3%.
`CN(CC(=O)Nc1cccc(F)c1)C(=O)c1ccccc1Sc1ccccc1C#N` gave HCMV antiviral 3, Sm TGR inh 2%, AmpC no deterg -26%, AMA1-RON2 inh 35%[activator] and AmpC inh detg -2%.
CC1(c2ccc3ccccc3c2)NC(=O)N(CC(=O)O)C1=O (stereo unspecified) was read as HCMV antiviral 13, Sm TGR inh -4%, AmpC no deterg 0%, AMA1-RON2 inh 11%, AmpC inh detg inconclusive and FBPA Giardia inh -1%.
O=C(NCc1ccc(F)cc1)C1(S(=O)(=O)c2ccc(Cl)cc2)CC1 was read as HCMV antiviral -35, Sm TGR inh -2%, AmpC no deterg -16%, AMA1-RON2 inh 11%, AmpC inh detg inconclusive and FBPA Giardia inh -12%.
For CCOc1ccc(C(=O)N2CCc3ccccc32)cc1 the results were HCMV antiviral 60, Sm TGR inh 6%, AmpC no deterg -13%, AMA1-RON2 inh 8%, AmpC inh detg 7% and FBPA Giardia inh -1%.
O=C(CCc1nnc(C2(c3ccc(Cl)cc3)CCC2)o1)N1CCCC1 was read as HCMV antiviral 0, Sm TGR inh -27%, AmpC no deterg 68%[activator], AMA1-RON2 inh -4%, AmpC inh detg -12% and FBPA Giardia inh 0%.
`C=C(C)Cn1c(CCCNC(=O)CC)nc2ccccc21` gave HCMV antiviral 35, Sm TGR inh 0%, AmpC no deterg -15%, AMA1-RON2 inh 11%, AmpC inh detg -3% and FBPA Giardia inh 7%.
Screening COCCCNc1nc(-c2ccc(Cl)cc2)nc2ccccc12 returned HCMV antiviral 33, Sm TGR inh -1%, AmpC no deterg 68%[activator], AMA1-RON2 inh 18%, AmpC inh detg -2% and FBPA Giardia inh 4%.
For O=C(CN(C(=O)CCC(=O)Nc1nccs1)c1ccc2c(c1)OCO2)NCc1ccccc1 the results were HCMV antiviral 22, Sm TGR inh -8%, AmpC no deterg -5%, AMA1-RON2 inh -5% and AmpC inh detg 4%.
O=C1NC[C@@H](Cc2cccc3ccccc23)N(CCc2cc(C(F)(F)F)cc(C(F)(F)F)c2)C1=O was read as HCMV antiviral 2, Sm TGR inh 5%, AmpC no deterg 82%[activator], AMA1-RON2 inh 1%, AmpC inh detg 2% and FBPA Giardia inh -13%.
Screening CCSc1ncnc2c1oc1ccccc12 returned HCMV antiviral -9, Sm TGR inh -20%, AmpC no deterg -13%, AMA1-RON2 inh 24%, AmpC inh detg inconclusive and FBPA Giardia inh 1%.
`Cc1ccc(C(=O)O)c(C(=O)Nc2nc3ccccc3s2)c1` gave HCMV antiviral 41, Sm TGR inh -13%, AmpC no deterg -14%, AMA1-RON2 inh -9%, AmpC inh detg -8% and FBPA Giardia inh -3%.
Screening Cc1ccc(NC(=O)c2c(-c3ccccc3Cl)noc2C)nc1 returned HCMV antiviral 19, Sm TGR inh 1%, AmpC no deterg -7%, AMA1-RON2 inh 9%, AmpC inh detg -2% and FBPA Giardia inh 1%.
Screening CCc1cccc(-n2c(=O)c3cccnc3n2CC(=O)NCc2ccc(C)cc2)c1 returned HCMV antiviral inconclusive, Sm TGR inh -12% and AmpC inh detg 3%.
Screening COc1cc(-c2cc(C(=O)NCCc3ccc(S(N)(=O)=O)cc3)c3ccccc3n2)cc(OC)c1OC returned HCMV antiviral 48, Sm TGR inh 14%, AmpC no deterg 5%, AMA1-RON2 inh -9%, AmpC inh detg -12% and FBPA Giardia inh -3%.
For CCCC(=O)n1nc(-c2cccnc2)nc1NCc1ccc(OC)cc1 the results were HCMV antiviral -18&9, Sm TGR inh 5%&1%, AmpC no deterg 89%[activator], AMA1-RON2 inh -9%, AmpC inh detg 0%&0% and FBPA Giardia inh 0%.
`COc1ccc(-n2c(-c3ccco3)nc3c(cnn3-c3ccc(C)cc3)c2=O)cc1` gave HCMV antiviral -5&-34, Sm TGR inh -13%&9%, AmpC no deterg 43%, AMA1-RON2 inh -9%, AmpC inh detg 9%&3% and FBPA Giardia inh -9%.
Screening Cn1c(CC(=O)Nc2ccccc2)nnc1SCCOc1ccccc1 returned HCMV antiviral 47, Sm TGR inh 5%, AMA1-RON2 inh 0%, AmpC inh detg 1% and FBPA Giardia inh -1%.
C[C@@H]1CN([C@@H](C)CO)C(=O)c2cc(NS(=O)(=O)c3ccc(Cl)cc3)ccc2O[C@H]1CN(C)Cc1ccncc1 was read as HCMV antiviral -5, AmpC no deterg 141%[activator] and AMA1-RON2 inh -2%.
`N[C@H]1C(O)O[C@H](CO)[C@@H](O)[C@@H]1O` (stereo partly specified) gave HCMV antiviral -11, Sm TGR inh -7%, AmpC no deterg -9%, AMA1-RON2 inh 6% and AmpC inh detg -2%.
Screening Cc1ccc(CSc2ncnc3onc(C)c23)cc1 returned HCMV antiviral inconclusive, Sm TGR inh -1%, AmpC no deterg -18%, AMA1-RON2 inh 25%, AmpC inh detg 4% and FBPA Giardia inh 7%.
CCc1ccc(-n2c(SCC(=O)NC(C)CC)nc3n[nH]c(C)c3c2=N)cc1 (stereo unspecified) was read as HCMV antiviral inconclusive, Sm TGR inh 13% and AmpC inh detg 2%.
c1ccc(CN2CCC(=NNc3nc4ccccc4[nH]3)CC2)cc1 was read as HCMV antiviral 19, Sm TGR inh -2%, AmpC no deterg -44%, AMA1-RON2 inh 0%, AmpC inh detg -15% and FBPA Giardia inh -10%.
`COc1ccc(/C(N)=N/O)cc1O` gave HCMV antiviral 11, Sm TGR inh 2%, AmpC no deterg -22%, AMA1-RON2 inh -5%, AmpC inh detg -4% and FBPA Giardia inh -2%.
For O=C(NC1CCCC1)c1cccc(Cl)c1 the results were HCMV antiviral 158, Sm TGR inh 0%, AmpC no deterg -12%, AMA1-RON2 inh -13%, AmpC inh detg 0% and FBPA Giardia inh -4%.
Screening CCCCc1nnc2c(N(C)S(=O)(=O)c3ccccc3)nc3ccccc3n12 returned HCMV antiviral -23, Sm TGR inh 5%, AmpC no deterg 6%, AMA1-RON2 inh 33%[activator], AmpC inh detg 7% and FBPA Giardia inh 15%.
Screening N#Cc1c(-c2ccccc2F)cc(C2CC2)nc1SCC(=O)c1cccs1 returned HCMV antiviral inconclusive, Sm TGR inh -4%, AmpC no deterg -33%, AMA1-RON2 inh 21%, AmpC inh detg 2% and FBPA Giardia inh 5%.
`Cc1ccc(C(=O)N2CC(=O)Nc3ccccc32)o1` gave HCMV antiviral 22, Sm TGR inh -4%, AmpC no deterg -10%, AMA1-RON2 inh -12%, AmpC inh detg -5% and FBPA Giardia inh 1%.
For O=C(CN1C(=O)C2CCCCC2C1=O)Nc1cccc([N+](=O)[O-])c1 (stereo unspecified) the results were HCMV antiviral 3, Sm TGR inh 3%, AmpC no deterg 20%, AMA1-RON2 inh 0% and AmpC inh detg 21%.
For CC(=O)N1CCN(C(=O)c2cc(S(=O)(=O)N3CCCCC3)ccc2Cl)CC1 the results were HCMV antiviral -22, Sm TGR inh -1%, AmpC no deterg -14%, AMA1-RON2 inh 5% and AmpC inh detg -7%.
Screening Cc1cc(C)n(-c2nnc(C)n2/N=C/c2ccccc2O)n1 returned HCMV antiviral -24, Sm TGR inh 4%, AmpC no deterg -7%, AMA1-RON2 inh 46%[activator], AmpC inh detg -9% and FBPA Giardia inh -10%.
Screening CN(CC(=O)NCCc1ccccc1)S(=O)(=O)c1cnc[nH]1 returned HCMV antiviral 48, Sm TGR inh -5%, AmpC no deterg -21%, AMA1-RON2 inh 11%, AmpC inh detg -10% and FBPA Giardia inh 2%.
`OCCN1CCN(c2ncnc3sc4c(c23)CCCC4)CC1` gave HCMV antiviral -1, Sm TGR inh -3%, AmpC no deterg 29%, AMA1-RON2 inh -5%, AmpC inh detg 3% and FBPA Giardia inh -14%.
CCOC(=O)Cn1c(CN2CCc3ccccc3C2)nc2c1c(=O)n(C)c(=O)n2C was read as HCMV antiviral 31, Sm TGR inh -2%, AmpC no deterg 102%[activator], AMA1-RON2 inh -2%, AmpC inh detg inconclusive and FBPA Giardia inh -8%.
`Cc1ccc(COn2nnc3ccc(S(=O)(=O)N4CCOCC4)cc32)cc1` gave HCMV antiviral 0, Sm TGR inh -3%, AmpC no deterg 33%, AMA1-RON2 inh 0% and AmpC inh detg -1%.
For O=C(COC(=O)C1CCC(=O)N1)Nc1ccccc1Br (stereo unspecified) the results were HCMV antiviral -1, Sm TGR inh 7%, AmpC no deterg -15%[11.4 µM], AMA1-RON2 inh 26%, AmpC inh detg inconclusive and FBPA Giardia inh 2%.
Cc1cc(C)c(S(=O)(=O)N(C)CC(=O)NCCCn2ccnc2)c(C)c1 was read as HCMV antiviral -23, Sm TGR inh 2%, AmpC no deterg -3%, AMA1-RON2 inh -6%, AmpC inh detg -2% and FBPA Giardia inh 7%.
